# From PubChem
# TNAP Pi inh = human TNAP enzyme inhibitors, primary screen, biochemical, colorimetric, phosphate release readout; Alkaline phosphatase, tissue-nonspecific isozyme (Homo sapiens), P05186; purified TNAP, pNPP, malachite green phosphate absorbance; inhibition, % at 20 µM; 21,000 tested, under 10 active; AID 614, 2007
# Target sequence (P05186 whole entry, looked up): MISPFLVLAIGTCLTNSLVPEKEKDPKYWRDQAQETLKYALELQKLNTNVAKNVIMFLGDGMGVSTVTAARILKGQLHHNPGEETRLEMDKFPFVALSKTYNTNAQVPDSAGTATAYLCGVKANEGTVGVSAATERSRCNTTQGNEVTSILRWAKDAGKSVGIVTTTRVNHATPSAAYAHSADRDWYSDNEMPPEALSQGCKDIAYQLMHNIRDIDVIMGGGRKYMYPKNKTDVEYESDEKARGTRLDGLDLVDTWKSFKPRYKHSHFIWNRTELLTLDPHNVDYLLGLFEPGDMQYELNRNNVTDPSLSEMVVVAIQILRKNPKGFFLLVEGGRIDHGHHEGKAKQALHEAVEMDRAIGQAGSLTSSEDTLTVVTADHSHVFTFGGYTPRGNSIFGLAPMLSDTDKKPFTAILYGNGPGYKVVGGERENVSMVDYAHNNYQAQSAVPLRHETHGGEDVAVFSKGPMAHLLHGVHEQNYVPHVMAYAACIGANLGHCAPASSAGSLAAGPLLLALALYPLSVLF
# TNAP inh pNP = human TNAP enzyme inhibitors, primary screen, biochemical, colorimetric, p-nitrophenol readout. Alkaline phosphatase, tissue-nonspecific isozyme (Homo sapiens), P05186. purified TNAP, pNPP hydrolysis, absorbance 405 nm. inhibition, % at 20 µM. 21,000 tested, under 10 active;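 note: 0% = DMSO only wells and 100% = 1 mM levamisole wells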
# * marks the source's active call; other numbers are inactive results.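 Rule for the calls: active = inhibition above 50% at the 20 µM single-dose screen; inactive = the rest.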
# Order of values: TNAP Pi inh | TNAP inh pNP
COC(=O)C(NC(C)=O)(Nc1nc2ccc(S(C)(=O)=O)cc2s1)C(F)(F)F (stereo unspecified)
  0.6 | 0.4
COc1cc(CC(=O)Nc2nccs2)cc(OC)c1OC
  -14.5 | 4.0
N#Cc1nc(COc2ccc(-c3ccccc3)cc2)oc1NCc1cccnc1
  7.9 | 7.9
O=C(c1ccco1)N1CCN(C(=O)c2snc3ccc(Cl)cc23)CC1
  4.2 | -0.3
CCOC(=O)C1CCN(C(=O)c2ccc(OCC)c(OCC)c2)CC1
  -3.0 | 3.1
CCOC(=O)c1ccc2[nH]c(C)cc(=O)c2c1
  6.8 | 3.3
Cc1cc(CC(=O)O)c(C)cc1CC(=O)O
  11.7 | 3.6
N#Cc1nc(-c2ccc(OCc3ccccc3Cl)cc2)oc1NCCCn1ccnc1
  6.0 | 2.4
C=CCn1c(C)cc(C(=O)COC(=O)COc2ccccc2C#N)c1C
  1.1 | -2.9
CCOC(=O)c1[nH]c2cc3c(cc2c1CCCN1C(=O)c2ccccc2C1=O)OCCO3
  10.3 | 6.4
COC(=O)C1CCN(Cc2cc(=O)oc3cc(OC)ccc23)CC1
  -2.1 | 5.7
Cc1cnc(NC(=O)CSc2nnc(Cc3ccccc3)n2C)s1
  9.1 | 4.2
O=C(Nc1ccc(N2CCOCC2)c(Cl)c1)c1cccc(F)c1
  10.7 | 1.7
CC(C)OC(=O)c1ccc(N2C(=O)C3CC=CCC3C2=O)cc1 (stereo unspecified)
  0.6 | 5.4
CCCCn1cc(SCC(=O)O)c2ccccc21
  18.0 | 11.9
CCCCc1nc2ccccc2c(=O)n1NC(=O)c1c(O)c2c(n(CC(C)C)c1=O)CCCC2
  13.3 | 8.9
Cn1c(NCc2ccco2)nc2c1c(=O)n(Cc1ccc(Br)cc1)c(=O)n2C
  1.1 | -9.9
O=C(C(c1ccccc1)c1ccccc1)N1CCN(Cc2ccncc2)CC1
  0.7 | -1.3
CCCCOC(=O)CSC1=C(C#N)C(c2ccccc2OC)C(C#N)C(=O)N1 (stereo unspecified)
  9.9 | 3.5
COc1ccc(NC(=O)C23CCC(C)(C(=O)O2)C3(C)C)cc1 (stereo unspecified)
  10.7 | 7.8

# Remaining list, next part:
# Order of values: TNAP Pi inh | TNAP inh pNP
Cc1cc2c(=O)n(NC(N)=O)c(C)nc2s1
  14.9 | 2.8
Cc1ccc(S(=O)(=O)N2CCN(S(=O)(=O)N3CCCCC3)CC2)c(C)c1
  12.2 | 2.8
CS(=O)(=O)N1CCN(C(=O)c2cccnc2)CC1
  7.5 | 4.0
O=C(COc1ccc2ccccc2c1Br)N1CCN(c2ccccn2)CC1
  20.3 | 9.0
COCCNc1oc(-c2ccc(F)cc2)nc1C#N
  11.0 | 4.5
COc1ccc(CC(=O)N2CCN(c3ccccn3)CC2)cc1OC
  -0.2 | 1.9
CC1=C(C(=O)N2CCOCC2)C(c2ccccc2F)C2=C(CC(C)(C)CC2=O)N1 (stereo unspecified)
  -18.5 | 2.5
O=C(CSc1nnc(-c2ccc(F)cc2)o1)Nc1ccc(S(=O)(=O)N2CCCCCC2)cc1
  6.7 | -0.3
COc1ccc(CN2CCC(C(=O)N(C)CCc3ccc(OC)c(OC)c3)CC2)c(OC)c1
  13.1 | 7.7
Cc1sc(NC(=O)COc2cccc(-n3cnnn3)c2)c(C#N)c1C
  -0.2 | -6.6
O/N=C1/CCc2cccc3cccc1c23
  8.4 | 2.2
CCOc1ccc2nc(NC(=O)c3cnccn3)sc2c1
  6.8 | -1.7
N#Cc1nc(-c2ccc(OCc3ccc(Cl)cc3)cc2)oc1NCCCn1ccnc1
  7.6 | 8.4
CCOC(=O)CC1(C)NC(=O)c2c(C)sc(C(=O)OCC)c2N1 (stereo unspecified)
  19.7 | 11.7
Cc1cc(N2CCOCC2)c2c(N)c(Br)cc(C)c2n1
  10.3 | 2.9
CC(=O)Nc1ccc(N2CCOCC2)c(C(=O)Nc2cccc(C)c2)c1
  8.2 | -0.5
O=C(CN1CCN(c2ccccn2)CC1)Nc1ccc2ccccc2c1
  9.6 | 3.6
CC(C)CC(=O)Nc1ncnc2c1C(=O)CC(C)(C)C2
  13.0 | 6.5
N#CC12C(N)=NC3(OCCO3)C1(C#N)C1=C(CCC1)NC2c1ccccc1 (stereo unspecified)
  3.4 | 1.5
CN(Cc1cc2ccccc2[nH]c1=O)S(C)(=O)=O
  7.3 | 0.1

# 7 compounds from above, sorted by formula weight, lowest first:
# Order of values: TNAP Pi inh | TNAP inh pNP
COc1ccc(CC(=O)N2CCN(c3ccccn3)CC2)cc1OC
  -0.2 | 1.9
O=C(CN1CCN(c2ccccn2)CC1)Nc1ccc2ccccc2c1
  9.6 | 3.6
CC(=O)Nc1ccc(N2CCOCC2)c(C(=O)Nc2cccc(C)c2)c1
  8.2 | -0.5
CC1=C(C(=O)N2CCOCC2)C(c2ccccc2F)C2=C(CC(C)(C)CC2=O)N1 (stereo unspecified)
  -18.5 | 2.5
Cc1ccc(S(=O)(=O)N2CCN(S(=O)(=O)N3CCCCC3)CC2)c(C)c1
  12.2 | 2.8
N#Cc1nc(-c2ccc(OCc3ccc(Cl)cc3)cc2)oc1NCCCn1ccnc1
  7.6 | 8.4
COc1ccc(CN2CCC(C(=O)N(C)CCc3ccc(OC)c(OC)c3)CC2)c(OC)c1
  13.1 | 7.7

# (more compounds)
# Order of values: TNAP Pi inh | TNAP inh pNP
CCCOc1ccccc1C(=O)NCCCC(=O)O
  0.0 | 0.0
Cc1cc(NC(=O)COC(=O)C2CCCN2C(=O)c2cccs2)no1 (stereo unspecified)
  -11.2 | 1.5
Cc1cc(NC(=O)c2ccc(Cn3nc(C)c(Br)c3C)o2)no1
  8.7 | -1.9
O=C(c1ccccc1)N1CCN(C2CC3CCC2C3)CC1 (stereo unspecified)
  8.4 | -3.2
COc1ccc(S(=O)(=O)NCCc2ccc(F)cc2)cc1
  2.7 | 3.8
CC(C)COC(=O)c1ccc(NC(=O)C2C3C=CC(C3)C2C(=O)O)cc1 (stereo unspecified)
  4.4 | -5.1
COC(=O)c1ccccc1NC(=O)c1cccc(NC(=O)c2ccc(Br)o2)c1C
  -4.1 | -9.6
COc1ccccc1N1CCN(CC(=O)Nc2c(C)n[nH]c2C)CC1
  2.8 | -2.2
O=C(NCc1ccccc1)c1c(O)c2cccc3c2n(c1=O)CCC3
  9.8 | -3.1
Nn1c(SCc2cccc3ccccc23)nnc1-c1ccco1
  5.3 | 4.8
COc1cc(Cl)ccc1S(=O)(=O)n1nc(C)cc1C
  8.9 | 5.3
Cc1cccc(-c2nnc3n2N=C(c2ccc(Br)cc2)CS3)c1
  0.0 | 0.0
CCOC(=O)C1C(c2ccc3c(c2)OCO3)NC(=O)NC1(O)C(F)(F)F (stereo unspecified)
  9.6 | 4.3
CCOC(=O)c1c(C)n(C)c2ccc(OC)c(NC(=O)CN3CCCCC3)c12
  12.6 | 4.5
Cn1c(SCC(=O)Nc2nccs2)nnc1-c1ccncc1
  12.5 | 7.5
COc1cc(NC(=O)CSc2nnc3n2C(C)(C)Cc2ccccc2-3)cc(OC)c1
  8.3 | -0.3
O=C(c1ccco1)N(Cc1cccs1)C1CCS(=O)(=O)C1 (stereo unspecified)
  -1.5 | -5.2
O=S1(=O)NC(=NC2CCCCCC2)c2ccccc21
  5.7 | 3.5
COc1cccc(CNc2ccc(Br)cn2)c1O
  6.3 | 4.2
CS(=O)(=O)Nc1ccc2c(c1)C(=O)OC2
  8.5 | 3.4

# (more compounds)
# Order of values: TNAP Pi inh | TNAP inh pNP
N#CCCn1c(-c2nonc2NC(=O)c2ccccc2Cl)nc2ccccc21
  9.4 | 10.6
Cc1ccc(C)c(Cn2nnc3c(=O)[nH]c(C(=O)NCc4ccco4)nc32)c1
  4.3 | -2.9
Cc1cc(C)nc(NS(=O)(=O)c2ccc(N)cc2)n1
  7.9 | 2.2
CN1C(=O)c2oc3ccc(Br)cc3c(=O)c2C1c1ccncc1 (stereo unspecified)
  -1.7 | 5.1
COc1ccc(C2=Nn3c(nnc3-c3ccccc3OC)SC2)cc1OC
  16.5 | 3.2
CCn1cc(C(=O)NCc2cccs2)c(=O)c2ccc(C)nc21
  7.1 | 3.7
O=C(CN(C(=O)C1COc2ccccc2O1)c1ccccc1)NCC1CCCO1 (stereo unspecified)
  0.0 | 0.0
O=C(CC1C(=O)NCCN1C(=O)Nc1ccccc1)Nc1cccc(C(F)(F)F)c1 (stereo unspecified)
  0.0 | 0.0
Cc1ccc(N2C(=O)CC(N(O)C3CC(=O)N(c4ccc(C)cc4)C3=O)C2=O)cc1 (stereo unspecified)
  0.0 | 0.0
COC(=O)CSC1=C(C#N)C(c2ccc(C)cc2)C2=C(CCCC2=O)N1 (stereo unspecified)
  6.2 | 1.6
O=c1c2c3n(c(=O)nc2[nH]n1-c1ccccc1)CCCCC3
  2.7 | -0.1
COc1ccccc1C(=O)N1CCCC1(C#N)c1ccccc1 (stereo unspecified)
  7.7 | 3.1
COc1ccc(NC(=O)CC(Cc2ccccc2)C(=O)O)cc1 (stereo unspecified)
  9.4 | 1.7
CCOC(=O)c1ccc(NC(=O)c2ccc3c(c2)OCO3)cc1
  3.6 | 0.6
CCOC(=O)c1cc(C#N)c(SCC(=O)c2cc(C#N)c(SC)nc2C)[nH]c1=O
  4.3 | 5.6
COc1cccc(-n2nnnc2SCC(=O)Nc2cccc(NC(C)=O)c2)c1
  2.1 | 5.8
O=C(NCCOc1ccccc1)c1ncn[nH]1
  10.5 | -2.7
COC(=O)c1c(NC(=O)CN2CCOCC2)sc2c1CCC(C)C2 (stereo unspecified)
  15.2 | 0.7
O=C(c1cc(-c2ccccc2)on1)N1CCN(C(=O)c2ccco2)CC1
  9.4 | -3.8
CCOC(=O)CSC1=C(C#N)C(c2ccc(C)cc2)C(C(=O)OC)C(=O)N1 (stereo unspecified)
  1.7 | 2.2

# Later entries
# Order of values: TNAP Pi inh | TNAP inh pNP
COc1ccc(C(=O)O)cc1S(=O)(=O)N(C)CCc1cccnc1
  -7.3 | 1.5
COc1ccc(N2C(=O)CC(N3CCC(O)(c4cccc(C(F)(F)F)c4)CC3)C2=O)cc1 (stereo unspecified)
  6.5 | 9.0
CC(=O)c1c(N2CCN(C(=O)c3ccco3)CC2)nc(=S)n(-c2ccccc2)c1C
  -3.3 | -11.7
Cc1sc2ncnc(N3CCCCC3C)c2c1C (stereo unspecified)
  16.1 | 8.2
Cc1cc(C)nc(NS(=O)(=O)c2ccc(NC(=O)CCC3COc4ccccc4O3)cc2)n1 (stereo unspecified)
  15.7 | 1.8
Cc1nc(N)sc1-c1csc(N(C)c2ccc(O)cc2)n1
  0.0 | 0.0
Cc1cc(C)c2c(N)c(S(=O)(=O)c3ccccc3)sc2n1
  9.7 | 2.9
Cc1cc(C)cc(NC(=O)CSc2nnc(-c3ccccc3C)o2)c1
  5.3 | 4.4
Cc1ccc(NC(=O)CSc2nnc(-c3ccccc3Br)o2)cc1C
  8.7 | 3.5
O=C(CSc1nnc(Cn2nnc(-c3ccccc3)n2)n1-c1ccccc1)Nc1ccccc1
  6.2 | 2.3
CNC(=O)c1ccc(-c2sc3nc(N4CCOCC4)c4c(c3c2N)CCCC4)o1
  5.3 | -6.5
Cc1cccc(-c2noc(C3CCCCC3)n2)c1
  -5.5 | 5.2
Nc1nonc1-c1noc(N2CCOCC2)n1
  -15.2 | 4.1
O=C(Cn1nc(-c2ccccc2F)ccc1=O)NCc1ccc2c(c1)OCO2
  8.2 | 3.5
O=C(CC(=O)NCc1cccnc1)NCc1cccnc1
  11.2 | 2.5
Cc1cc(N2CCCC2=O)cc(C)c1S(=O)(=O)NCCOc1ccccc1
  1.9 | -5.0
COc1cc(C2C(C(C)=O)=C(O)C(=O)N2c2ccc(Br)cn2)ccc1O (stereo unspecified)
  6.1 | 1.9
CCO/C(C)=N/n1c2nc3ccccc3nc2c2c(=O)n(CC(C)C)c(C)nc21
  0.0 | 0.0
CSC1=C(C#N)C(C)CC(=O)N1 (stereo unspecified)
  8.2 | 1.7
C=C1c2ccc(C)cc2NC(=O)N1c1ccccc1
  4.7 | -1.4

# The list continues:
# Order of values: TNAP Pi inh | TNAP inh pNP
O=C(CSc1nnc(-c2ccco2)n1Cc1ccco1)NCc1cccs1
  9.2 | 6.5
CCOC(=O)CSC1=C(C#N)C(c2ccccc2Cl)C(C(=O)OC)C(=O)N1 (stereo unspecified)
  7.5 | 4.0
COCCn1c(SCc2nc3ccccc3s2)nc2ccccc21
  -6.4 | 1.5
CCO/C([O-])=N/c1c[n+](N2CCOCC2)no1
  3.4 | 0.4
CC1(C)Cc2c(C#N)c(OCC(=O)c3ccc(Cl)cc3)nc(-c3ccoc3)c2CO1
  0.0 | 0.0
O=S(=O)(c1ccc(S(=O)(=O)N2CCCC3(CCCCC3)C2)cc1)N1CCCCC1
  11.3 | 5.4
C1=C(CCNC2=NCCCCC2)CCCC1
  2.9 | 5.6
O=C(c1cnn2cccnc12)N1CCN(c2ccccc2)CC1
  9.6 | 6.1
O=C(Cn1nc(Cl)nc1Cl)c1cc2ccccc2oc1=O
  7.0 | -1.3
COc1cc2cc(CN(Cc3nnnn3Cc3ccccc3)CC3CCCO3)c(=O)[nH]c2cc1OC (stereo unspecified)
  12.8 | 7.6
CC1Cn2c(nnc2C23CC4CC(CC(C4)C2)C3)S1 (stereo unspecified)
  5.3 | -0.1
CCNc1nc(NC(C)C)nc(N(C#N)C(C)C(=O)N(C)C)n1 (stereo unspecified)
  10.2 | 5.5
CCOc1ccc(C(=O)Nc2cccc(C)n2)cc1
  10.3 | 4.1
O=C(NC1(C(F)(F)F)NC(=O)N(Cc2ccco2)C1=O)c1cccs1 (stereo unspecified)
  10.5 | 5.8
CCC(C(=O)NC1CCCC1)N(C(=O)Cn1nnc(-c2ccc(OC)c(OC)c2)n1)C1CCCCC1 (stereo unspecified)
  -5.1 | 7.2
COc1ccc(-c2cc(C(F)(F)F)n3ncc(C(=O)NCc4ccco4)c3n2)cc1
  3.3 | -3.0
COc1ccccc1NC(=O)CSC1=NC(=O)C(NC(C)=O)C(=O)N1 (stereo unspecified)
  -13.7 | 5.8

# A portion of the library. The share of hits here may be higher or lower than overall.
